TAG inh: inhibitors of triacylglycerol accumulation; H9c2 cells, Nile Red lipid (TAG) fluorescence; cells loaded with 200 µM oleic acid; inhibition, % at 12.5 µM; 0.66% of 230,000 active;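 active means pattern-corrected inhibition of lipid staining of at least 50% with the nuclear-stain viability signal not falling by more than 50%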;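 further: 0% = DMSO wells and 100% = triacsin C control wells; some results filed as inactive read as strong as hits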
TAG inh DAPI viability: further read-out of TAG inh, marked with its call; DAPI nuclei signal change (viability), lower = more cytotoxic, %;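 whole-well DAPI fluorescence read on a plate reader as a viability signal; minus 50 percent equals half of cells still viable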
Numbers without * were called inactive. Not all compounds are listed, so the mix of outcomes need not match the whole.

1: COCCOc1ccc(C(F)(F)F)cc1Nc1nc2ccccc2o1
2: CCC(CC)C(=O)Nc1ccc([N+](=O)[O-])cn1
3: COc1ccccc1-n1c(SCC(=O)N2CCCC2)nnc1-c1ccccc1
4: CC(OC(=O)CN1C(=O)NC2(CCCC2)C1=O)C(=O)c1ccccc1 (configuration not stated)
5: O=C(Nc1nc(-c2ccc(Cl)cc2)cs1)C1=COCCO1
6: COc1ccc(CNC(=O)C(c2ccncc2)N(C(=O)Cc2cccs2)c2cccnc2)cc1 (configuration not stated)
entry no. | 1 | 2 | 3 | 4 | 5 | 6
TAG inh | 25 | -3 | 13 | -3 | -1 | 8
TAG inh DAPI viability | -10 | -3 | -7 | 3 | -7 | -2

7: COc1ccc(OC)c(C2C(C(=O)c3cccs3)=C(O)C(=O)N2CCN(C)C)c1 (configuration not stated)
8: CCOC(=O)C1=C(C)N(CCCCCC(=O)O)C(=O)NC1c1ccc(Br)cc1 (configuration not stated)
9: CCCCn1nc2cc(C(=O)NCc3ccccc3OC)ccc2c1OCC
10: CCOc1ccccc1N(CC(=O)Nc1cccc2ccccc12)S(C)(=O)=O
11: COc1ccc(S(=O)(=O)N2CCOCC2)cc1NC(=O)CN1C(=O)NC2(CCCC2)C1=O
12: Cc1ccccc1Nc1nc(-c2cccnc2)nc2ccccc12
entry no. | 7 | 8 | 9 | 10 | 11 | 12
TAG inh | 16 | 4 | -3 | -5 | 1 | -3
TAG inh DAPI viability | -2 | -1 | 12 | -2 | -4 | 9

13: CCOC(=O)c1c(C)[nH]c(C)c1C(=O)COC(=O)c1cccnc1SC
14: CC(=O)Nc1ccc(NS(=O)(=O)c2ccc(C)cc2)cc1[N+](=O)[O-]
15: Cc1csc(NC(=O)C2CCN(C(=O)c3ccccc3C)CC2)n1
16: CN(Cc1ccc(Cl)s1)C(=O)CCl
17: COC(=O)c1ccc(Oc2nc3c(c(=O)n(C)c(=O)n3C)n2CCC(C)C)cc1
18: Cc1ccc(C(=O)N2CCN(C34CC5CC(CC(C5)C3)C4)CC2)o1
entry no. | 13 | 14 | 15 | 16 | 17 | 18
TAG inh | 20 | 49 | -2 | 65* | -4 | 2
TAG inh DAPI viability | -2 | -38 | -7 | -20* | -9 | -1

19: O=C(C[C@@H]1C/C=C\CC[C@H](Cc2ccc(F)cc2)C(=O)OC[C@@H]2CCCN2C1=O)N[C@H](CO)Cc1ccccc1
20: CC(NC(=O)c1cccs1)c1ccc(Br)cc1 (configuration not stated)
21: Cc1cc(C)n(-c2ccc(C(=O)Nc3ccc(C)c(S(=O)(=O)N4CCOCC4)c3)cc2)n1
22: COc1ccc(Nc2cc(C(=O)NCCCN3CCOCC3)c3ccccc3n2)c(OC)c1
23: CCOc1ccc(C(=S)N2CCCC2)cc1
24: CS(=O)(=O)Nc1cccc(-c2cc(NC=O)c3ncc(-c4ccc(F)cc4)n3c2)c1
entry no. | 19 | 20 | 21 | 22 | 23 | 24
TAG inh | 13 | -16 | -9 | 0 | 6 | 4
TAG inh DAPI viability | 2 | 0 | -4 | 7 | -1 | -13

25: O=C(NCc1cccs1)c1cccc2c(-c3cccnc3)coc12
26: O=C(COC(=O)CCSc1ccc(F)cc1)NCc1ccc(F)cc1
27: CCc1cc2c(NC(Cc3ccccc3)C(=O)O)ncnc2s1 (configuration not stated)
28: c1cc2nncn2nc1N1CCCC1
29: CCC(C)NC(=O)c1ccc(N2CC3CC(C2)c2cccc(=O)n2C3)c(NC(=O)c2c(F)cccc2F)c1 (configuration not stated)
30: CC(C)NC(=O)Nc1cccc2c1O[C@H](CN(C)S(=O)(=O)c1ccccc1)[C@@H](C)CN([C@H](C)CO)C2=O
entry no. | 25 | 26 | 27 | 28 | 29 | 30
TAG inh | -9 | 1 | -16 | -13 | -2 | 5
TAG inh DAPI viability | -19 | 4 | 9 | -1 | -5 | 2

31: COc1ccc(-c2nnn(CC(=O)NCc3cccs3)n2)cc1OC
32: CCOC1OC2C(CO)OC(n3cnc4c(N)ncnc43)C2O1 (configuration not stated)
33: NC(=O)CS(=O)(=O)c1ccc(Cl)cc1
34: COc1cccc(-c2cnc3c(NC=O)cc(-c4cccc(NC(C)=O)c4)cn23)c1
35: COc1ccc2[nH]c3c(c2c1)CCN1C(=O)C(CC(=O)NCCCN(C)C)C[C@H](C(=O)N2CCCCC2)[C@@]31CCc1ccccc1 (some centres not stated)
36: COc1ccc(NC(=O)CN(C)C(=O)c2cn(-c3ccccc3)nc2-c2cccs2)cc1
entry no. | 31 | 32 | 33 | 34 | 35 | 36
TAG inh | 5 | 5 | 4 | 25 | 13 | -7
TAG inh DAPI viability | 4 | -3 | 5 | -16 | -9 | 5

37: Cc1ccc(SCc2nc(-c3ccccc3)no2)cc1
38: COCCNC(=O)c1ccc2ccccc2n1
39: CN1CCN(c2ccc(S(=O)(=O)N3CCCCC3)cc2NC(=O)/C=C/c2ccc(Cl)c([N+](=O)[O-])c2)CC1
40: O=C(Nc1cccnc1)c1cc(-c2cc(Cl)ccc2O)n[nH]1
41: Cc1cnc(C(=O)OCC(=O)c2ccc(F)c(F)c2)cn1
42: O=C(CSc1ccc(Cl)cc1)NN=C1CCCCCC1
entry no. | 37 | 38 | 39 | 40 | 41 | 42
TAG inh | -8 | -23 | 11 | -23 | 4 | 2
TAG inh DAPI viability | 7 | 13 | 9 | 19 | -2 | -1

43: CCC(CC)CN1CCN=C1N(C)C
44: COCCn1c(C)cc(C(=O)COC(=O)c2cc3c(s2)CCC3)c1C
45: COC(=O)Cc1ccc(NC(=S)N2CCN(C)CC2)cc1
46: CC(NCc1ccc(S(N)(=O)=O)cc1)C(=O)N1c2ccccc2CC1C (configuration not stated)
47: O=C(CCc1ccccc1)NC(=S)Nc1ccccc1Br
48: CN(c1ccc(C(=O)COC(=O)C2CC2)cc1)S(C)(=O)=O
entry no. | 43 | 44 | 45 | 46 | 47 | 48
TAG inh | -17 | 5 | -6 | -5 | 1 | -6
TAG inh DAPI viability | -8 | -2 | 0 | 5 | -2 | -5

49: CCSc1cc(C)nc2ncnn12
50: Cc1ccc(C(=O)Nc2cccc(-c3ccc(N4CCOCC4)nn3)c2)cc1[N+](=O)[O-]
51: O=C(/C=C/c1ccco1)NC(=S)Nc1cc(-c2nc3ccccc3s2)ccc1Cl
52: CC1CCCCN1S(=O)(=O)c1ccc(C(=O)N(CCCN(C)C)c2nc3ccc(Br)cc3s2)cc1 (configuration not stated)
53: CN1CCN(S(=O)(=O)c2ccc(N(C)Cc3ccc(C(F)(F)F)cc3)c([N+](=O)[O-])c2)CC1
54: O=S(=O)(c1c(Cl)cc(Br)cc1Cl)N1CCN(C(=S)NC2CC2)CC1
entry no. | 49 | 50 | 51 | 52 | 53 | 54
TAG inh | -10 | 21 | 16 | 16 | -61 | -9
TAG inh DAPI viability | 11 | -12 | -1 | -10 | 9 | 1

55: c1cc(-c2ccc(CN3CCOCC3)cc2)n2ccnc2c1
56: CC(C)(C)S(=O)N1Cc2cc(=O)n(Cc3ccccc3)cc2[C@H]1CCO (some centres not stated)
57: O=C(O)CC(NC(=O)C12CC3CC(CC(C3)C1)C2)c1ccc2c(c1)OCO2 (configuration not stated)
58: CCC1Nc2ncnc(N3CCN(c4ccccc4)CC3)c2N(Cc2ccccc2)C1=O (configuration not stated)
59: CCCCCCCn1c(C)nnc1-c1cnn(C)c1N
60: Cc1cc(C)n(S(=O)(=O)c2ccc(Cl)c(Cl)c2Cl)n1
entry no. | 55 | 56 | 57 | 58 | 59 | 60
TAG inh | 5 | -6 | 3 | -2 | 10 | -2
TAG inh DAPI viability | 43 | 2 | -5 | -8 | -5 | -4

61: CC(=O)NS(=O)(=O)c1ccc(NC(=O)c2ccc(Br)o2)cc1
62: CC(O)(c1cccc(F)c1)c1nc(-c2cnc3ccccc3c2)cs1 (configuration not stated)
63: CN(CC(=O)Nc1cccc(F)c1)C(=O)c1sc2ccccc2c1Cl
64: COc1ccc(Br)cc1CNC(=O)C1CCN(C(=O)N(C)C)CC1
65: CC1CCCCN1C(=O)Cn1c(=O)oc2ccccc21 (configuration not stated)
66: O=c1oc2c(CN3CCN(CCO)CC3)c(O)ccc2cc1-c1ccccn1
entry no. | 61 | 62 | 63 | 64 | 65 | 66
TAG inh | 22 | 4 | -19 | 6 | 5 | -9
TAG inh DAPI viability | -4 | 2 | 2 | -12 | -2 | 198

67: CCCCC(=O)Nc1ccc(C(N)=O)cc1
68: COc1ccc(/C=N/NC(=O)c2ccc(=O)[nH]n2)cc1OC
69: CN(C)/C=C/C(=O)c1ccc(Oc2ccccc2)cc1
70: O=C(NCC1CC1)c1cc(-c2ccccc2)nn1CC1CC(c2cccnc2)=NO1 (configuration not stated)
71: COC(=O)c1ccccc1NC(=O)CSc1ncn[nH]1
72: CCOc1ccc(N2CC(=O)N/C2=N\c2nc(C)cc(C)n2)cc1
entry no. | 67 | 68 | 69 | 70 | 71 | 72
TAG inh | 8 | -4 | 4 | -10 | 10 | -5
TAG inh DAPI viability | 7 | 3 | -8 | 9 | -13 | 2

73: Cc1onc(-c2c(F)cccc2Cl)c1C(=O)OCc1cnc(Cl)s1
74: Cc1ccc(-c2csc3ncnc(Oc4cccc5ccc(C)nc45)c23)cc1
75: O=C1CCCC2=C1C(c1ccc(Cl)cc1)N1C(=O)CCSC1=N2 (configuration not stated)
76: O=C(NCCO)c1cccc(-c2cnc3cccnn23)c1
77: O=C(CCCCC(=O)Sc1ccccc1)Sc1ccccc1
78: COc1ccc(N2CCN(C(=O)c3c(-c4c(F)cccc4Cl)noc3C)CC2)cc1
entry no. | 73 | 74 | 75 | 76 | 77 | 78
TAG inh | -6 | -13 | 7 | -11 | -5 | 10
TAG inh DAPI viability | 5 | 0 | -2 | 11 | -4 | -5

The last 2 entries of the part above open the next one:
77: O=C(CCCCC(=O)Sc1ccccc1)Sc1ccccc1
78: COc1ccc(N2CCN(C(=O)c3c(-c4c(F)cccc4Cl)noc3C)CC2)cc1
79: C=CCNc1ncnc2c1ncn2[C@H]1CN(Cc2ccc(F)cc2)C[C@@H](CO)O1
80: COc1cc(NC(=O)CCNC(=O)Cn2cnc3ccccc3c2=O)cc(OC)c1OC
81: COc1ccc2nc(N3CCC(C)CC3)c(C#N)cc2c1
82: O=c1oc2ccc(C#CC3(O)CCCCC3)cc2cc1-n1cc(-c2ccsc2)nn1
83: CCOc1ccc(N(CC(=O)NCCOc2ccccc2OC)S(=O)(=O)c2ccccc2)cc1
84: CC(C)(Oc1ccc(Cl)cc1)C(=O)NNC(=O)c1ccc(Br)o1
entry no. | 77 | 78 | 79 | 80 | 81 | 82 | 83 | 84
TAG inh | -5 | 10 | 12 | -4 | 13 | 5 | 9 | 12
TAG inh DAPI viability | -4 | -5 | -2 | 7 | 4 | 4 | -7 | -3

85: CC(Sc1nncs1)C(=O)Nc1ccc(S(=O)(=O)Nc2ncccn2)cc1 (configuration not stated)
86: COc1cc(/C=C2\SC(=S)N(NC(C)=O)C2=O)ccc1OC(=O)c1ccco1
87: Cc1ccc(NC(=O)Nc2ccccc2C#N)c(Cl)c1
88: C=CCSc1ncnc2c1oc1nc3c(cc12)COC(C)(C)C3
89: COc1ccccc1N1CCN(CC(=O)Nc2ccc(-n3cnnn3)cc2)CC1
90: CCCNC(=O)c1onc(CSc2ccc(Cl)cc2)c1C(=O)NCC1CC1
entry no. | 85 | 86 | 87 | 88 | 89 | 90
TAG inh | -6 | 8 | 0 | -16 | 6 | -14
TAG inh DAPI viability | -17 | 6 | -5 | 13 | 10 | -5

91: Cn1nc(C(C)(C)C)cc1C(=O)N1CCCCC1c1cc(C(=O)Nc2cccc3c2CCCC3)no1 (configuration not stated)
92: Nc1nc(NCC2CCCO2)nc(Nc2cccc(Cl)c2)c1[N+](=O)[O-] (configuration not stated)
93: CCNS(=O)(=O)c1ccc(NC(=O)c2c(-c3ccccc3)noc2C)cc1
94: COC(=O)c1sccc1NC(=O)c1ccc(OC)cc1
95: O=[N+]([O-])c1ccc(N2CCc3ccccc3C2)cc1
96: COc1cc(/C=N\NC(=O)c2ccccc2F)ccc1Oc1ccc([N+](=O)[O-])cn1
97: Cc1ccc(S(=O)(=O)N(C)C)cc1NC(=O)COc1cccc(-n2cnnn2)c1
entry no. | 91 | 92 | 93 | 94 | 95 | 96 | 97
TAG inh | 23 | 15 | -5 | 5 | -10 | 5 | 13
TAG inh DAPI viability | -10 | -3 | 7 | 10 | -2 | -2 | -6

Molecules shown so far with fluorine:
1: COCCOc1ccc(C(F)(F)F)cc1Nc1nc2ccccc2o1
19: O=C(C[C@@H]1C/C=C\CC[C@H](Cc2ccc(F)cc2)C(=O)OC[C@@H]2CCCN2C1=O)N[C@H](CO)Cc1ccccc1
24: CS(=O)(=O)Nc1cccc(-c2cc(NC=O)c3ncc(-c4ccc(F)cc4)n3c2)c1
26: O=C(COC(=O)CCSc1ccc(F)cc1)NCc1ccc(F)cc1
29: CCC(C)NC(=O)c1ccc(N2CC3CC(C2)c2cccc(=O)n2C3)c(NC(=O)c2c(F)cccc2F)c1 (configuration not stated)
41: Cc1cnc(C(=O)OCC(=O)c2ccc(F)c(F)c2)cn1
53: CN1CCN(S(=O)(=O)c2ccc(N(C)Cc3ccc(C(F)(F)F)cc3)c([N+](=O)[O-])c2)CC1
62: CC(O)(c1cccc(F)c1)c1nc(-c2cnc3ccccc3c2)cs1 (configuration not stated)
entry no. | 1 | 19 | 24 | 26 | 29 | 41 | 53 | 62
TAG inh | 25 | 13 | 4 | 1 | -2 | 4 | -61 | 4
TAG inh DAPI viability | -10 | 2 | -13 | 4 | -5 | -2 | 9 | 2

63: CN(CC(=O)Nc1cccc(F)c1)C(=O)c1sc2ccccc2c1Cl
73: Cc1onc(-c2c(F)cccc2Cl)c1C(=O)OCc1cnc(Cl)s1
78: COc1ccc(N2CCN(C(=O)c3c(-c4c(F)cccc4Cl)noc3C)CC2)cc1
79: C=CCNc1ncnc2c1ncn2[C@H]1CN(Cc2ccc(F)cc2)C[C@@H](CO)O1
96: COc1cc(/C=N\NC(=O)c2ccccc2F)ccc1Oc1ccc([N+](=O)[O-])cn1
entry no. | 63 | 73 | 78 | 79 | 96
TAG inh | -19 | -6 | 10 | 12 | 5
TAG inh DAPI viability | 2 | 5 | -5 | -2 | -2

Compound activity (PubChem)
